Mcl1-Bid inh: Mcl-1/Bid interaction inhibition | 220,000 tested, 0.97% active | inhibition, % at 21.7 µM | AID 1021 | Q07820 | TR-FRET Mcl-1/Bid-Dy647 peptide binding, 1536-well;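 active = compounds that cut the binding signal by more than half at the single screening dose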;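 note: His-tagged Mcl-1 with europium anti-His antibody binding Bid BH3 peptide; 0% = Mcl-1 plus peptide wells and 100% = peptide-only wells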
RGS7-Gao reg: regulators of human RGS7-Galphao interaction | Multiplexed bead flow cytometry, RGS7-Galphao binding; actives lie on both sides | 220,000 tested, 0.35% active | binding response (% of control), % at 10 µM; in the data active = binding response below about 49% or above about 150%; inconclusive = no clear call, values can overlap the other calls; inactive = in between;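 note: fluorescent Galphao held in activated GDP-AlF4 state binding bead-coupled RGS7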
Target sequence (P09471 whole entry, looked up): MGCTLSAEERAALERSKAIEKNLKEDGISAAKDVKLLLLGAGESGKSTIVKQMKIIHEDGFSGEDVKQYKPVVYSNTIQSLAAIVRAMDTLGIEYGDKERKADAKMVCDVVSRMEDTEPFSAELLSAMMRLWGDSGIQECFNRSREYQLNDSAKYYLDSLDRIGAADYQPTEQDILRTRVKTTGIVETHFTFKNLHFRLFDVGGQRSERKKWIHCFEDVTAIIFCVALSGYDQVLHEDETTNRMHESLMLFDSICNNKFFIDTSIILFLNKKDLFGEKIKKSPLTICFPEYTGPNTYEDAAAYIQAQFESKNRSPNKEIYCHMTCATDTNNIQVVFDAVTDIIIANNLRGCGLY
Bim-Bcl-W: disrupts Bim peptide binding to human Bcl-W | bead-based flow cytometry | AID 952 | 190,000 tested, 0.02% active | Q92843 | inhibition, % at 10 µM;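 note: 0% = bound tracer without compound and 100% = peptide blocker; higher means less fluorescent Bim peptide bound to Bcl-W beads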
Target sequence (Q92843 whole entry, looked up): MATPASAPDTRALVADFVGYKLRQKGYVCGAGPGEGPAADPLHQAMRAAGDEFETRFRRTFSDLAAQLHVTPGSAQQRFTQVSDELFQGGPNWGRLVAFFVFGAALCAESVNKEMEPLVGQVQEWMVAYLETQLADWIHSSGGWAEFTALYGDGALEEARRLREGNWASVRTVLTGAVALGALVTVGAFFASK
GSH bead fluor: compound fluoresces at 488/530 nm on GSH beads. fluorescence (KMESF) at 10 µM. GSH beads flow cytometry, compound fluorescence 488/530 nm; hits give high values. 190,000 tested, 0.25% active; in the data active = fluorescence above about 89;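 note: glutathione beads carrying GST-tagged Bcl family fusion proteins plus one bare bead set; values are compound well signal with DMSO vehicle wells as background; inactives centre near 16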
RGS4-Gao reg: human RGS4-Galphao interaction regulation | P09471 | Multiplexed bead flow cytometry, RGS4-Galphao binding; actives lie on both sides | binding response (% of control), % at 10 µM | 220,000 tested, 0.33% active; in the data active = binding response below about 49% or above about 150%; inactive = in between;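 note: fluorescent Galphao activated with aluminum fluoride binding bead-coupled RGS4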
Bim-Mcl-1: human Bim-Mcl-1 interaction inhibition. inhibition, % at 10 µM. Q07820. 190,000 tested, 0.1% active. Bead-based flow cytometry, Bim peptide-Mcl-1 binding;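 note: 0% = no compound tracer wells and 100% = peptide blocker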
Bim-Bcl-2: inhibitors of Bim-Bcl-2 interaction, human | Bead-based flow cytometry, Bim peptide-Bcl-2 binding | 190,000 tested, 0.06% active | P10415 | inhibition, % at 10 µM; in the data active = inhibition above about 40%; inconclusive = no clear call, values can overlap the other calls;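 note: 0% = no compound wells with probe peptide and 100% = reference peptide inhibitor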
Target sequence (P10415 whole entry, looked up): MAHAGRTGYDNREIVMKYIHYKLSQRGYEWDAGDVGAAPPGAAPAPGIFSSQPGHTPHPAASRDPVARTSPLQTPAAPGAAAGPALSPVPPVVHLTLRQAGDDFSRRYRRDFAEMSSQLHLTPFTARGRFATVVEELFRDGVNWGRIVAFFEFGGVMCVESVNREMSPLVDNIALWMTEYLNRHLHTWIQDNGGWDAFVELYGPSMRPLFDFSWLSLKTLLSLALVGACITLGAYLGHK
Bcl-B Bim block: inhibitors of Bim-Bcl-B interaction, human. Q9HD36. bead-based flow cytometry, Bim peptide-Bcl-B binding. inhibition, % at 10 µM. 190,000 tested, 0.073% active. AID 951;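 note: 0% = tracer peptide without compound and 100% = reference inhibitor peptide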
RGS8-Gao: modulates binding of RGS8 to human Galphao; P09471; multiplexed bead flow cytometry; actives lie on both sides; response (percent of control binding), % at 10 µM; 220,000 tested, 0.34% active; AID 1423; in the data active = response below about 60% or above about 140%; inactive = in between;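 note: Galphao activated as the GDP aluminium fluoride complex binding bead-coupled RGS8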
Bcl-XL Bim block: human Bim-Bcl-XL interaction inhibition | Q07817 | Bim peptide-Bcl-XL binding, bead flow cytometry, fluorescence | inhibition, % at 10 µM | 190,000 tested, 0.04% active | AID 1007
Target sequence (Q07817 whole entry, looked up): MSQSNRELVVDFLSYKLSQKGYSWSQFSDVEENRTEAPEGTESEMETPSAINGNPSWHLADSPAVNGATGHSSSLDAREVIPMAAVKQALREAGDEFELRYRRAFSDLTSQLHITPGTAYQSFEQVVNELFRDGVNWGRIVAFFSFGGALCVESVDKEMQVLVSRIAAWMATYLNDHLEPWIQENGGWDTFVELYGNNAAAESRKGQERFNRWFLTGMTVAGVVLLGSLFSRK
Bim-Bfl-1: human Bim-Bfl-1 interaction inhibition. 190,000 tested, 0.12% active. Bead-based flow cytometry, Bim-Bfl-1 binding inhibition. Q16548. inhibition, % at 10 µM;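 note: 0% = wells without compound plus tracer and 100% = blocker peptide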
* = called active by the depositor. Cut-off read from the data, not from the text of the source, unless noted: active = inhibition above about 40%.

For C[C@@H](C(=O)NCc1ccccc1)[C@H]1C[C@]1(C)[C@H](NC(=O)OCc1ccccc1)c1ccccc1 the results were Mcl1-Bid inh 4, RGS7-Gao reg 99, Bim-Bcl-W 0, GSH bead fluor 18, RGS4-Gao reg 96, Bim-Mcl-1 -1, Bim-Bcl-2 -2, Bcl-B Bim block -4, RGS8-Gao 97, Bcl-XL Bim block -2 and Bim-Bfl-1 0.
For COc1ccc(OC)c(C(c2nnnn2CCc2ccccc2)N2CCC(C(N)=O)CC2)c1 (configuration not stated) the results were Mcl1-Bid inh -11, RGS7-Gao reg 98, Bim-Bcl-W 4, GSH bead fluor 13, RGS4-Gao reg 101, Bim-Mcl-1 1, Bim-Bcl-2 -5, Bcl-B Bim block -3, RGS8-Gao 102, Bcl-XL Bim block -3 and Bim-Bfl-1 -10.
For O=C(Cn1ccc(=O)[nH]c1=O)NCCO the results were Mcl1-Bid inh -3, RGS7-Gao reg 100, Bim-Bcl-W -8, GSH bead fluor 10, RGS4-Gao reg 103, Bim-Mcl-1 -24, Bim-Bcl-2 -1, Bcl-B Bim block -5, RGS8-Gao 98, Bcl-XL Bim block -16 and Bim-Bfl-1 -2.
`Clc1ccccc1OCCCCN1CCCC1` gave Mcl1-Bid inh -17, RGS7-Gao reg 95, Bim-Bcl-W -3, GSH bead fluor 52, RGS4-Gao reg 95, Bim-Mcl-1 3, Bim-Bcl-2 2, Bcl-B Bim block 0, RGS8-Gao 100, Bcl-XL Bim block 0 and Bim-Bfl-1 -5.
Cn1c(/C=C/c2ccc([N+](=O)[O-])o2)nc2ccccc2c1=O was read as Mcl1-Bid inh 8, RGS7-Gao reg 103, Bim-Bcl-W 0, GSH bead fluor 19, RGS4-Gao reg 105, Bim-Mcl-1 1, Bim-Bcl-2 2, Bcl-B Bim block -5, RGS8-Gao 102, Bcl-XL Bim block 2 and Bim-Bfl-1 1.
`COCCn1c(SCC(=O)NC(=O)NC(C)(C)C)nc2ccccc21` gave Mcl1-Bid inh -10, RGS7-Gao reg 101, Bim-Bcl-W 3, GSH bead fluor 4, RGS4-Gao reg 101, Bim-Mcl-1 2, Bim-Bcl-2 -6, Bcl-B Bim block -2, RGS8-Gao 102, Bcl-XL Bim block -3 and Bim-Bfl-1 -10.
For CCNC(=O)COC(=O)c1ccc(-c2nc3ccccc3s2)s1 the results were Mcl1-Bid inh 8, RGS7-Gao reg inconclusive, Bim-Bcl-W 0, GSH bead fluor 14, RGS4-Gao reg 96, Bim-Mcl-1 -1, Bim-Bcl-2 0, Bcl-B Bim block 0, RGS8-Gao 98, Bcl-XL Bim block 0 and Bim-Bfl-1 6.
For CCNc1nc(NCC)nc(C(=O)NN)n1 the results were Mcl1-Bid inh -18, RGS7-Gao reg 107, Bim-Bcl-W -12, GSH bead fluor 21, RGS4-Gao reg 104, Bim-Mcl-1 -13, Bim-Bcl-2 -13, Bcl-B Bim block -18, RGS8-Gao 102, Bcl-XL Bim block -11 and Bim-Bfl-1 -12.
`O=C(CNc1cc(S(=O)(=O)N2CCCC2)ccc1OCC(F)(F)F)Nc1cccc(C(F)(F)F)c1` gave Mcl1-Bid inh -1, RGS7-Gao reg 100, Bim-Bcl-W -3, GSH bead fluor 9, RGS4-Gao reg 101, Bim-Mcl-1 -3, Bim-Bcl-2 -10, Bcl-B Bim block -5, RGS8-Gao 101, Bcl-XL Bim block -6 and Bim-Bfl-1 -16.
`N#CC1=C(N)N(c2ccccc2Sc2ccccc2)C(=O)C1` gave Mcl1-Bid inh -51, RGS7-Gao reg 101, Bim-Bcl-W 0, GSH bead fluor 45, RGS4-Gao reg 101, Bim-Mcl-1 -8, Bim-Bcl-2 -8, Bcl-B Bim block -11, RGS8-Gao 102, Bcl-XL Bim block -2 and Bim-Bfl-1 -9.
For O=C(Nc1nnc(-c2ccc(Cl)cc2)o1)c1nc2ccccc2s1 the results were Mcl1-Bid inh -20, RGS7-Gao reg 99, Bim-Bcl-W 0, GSH bead fluor 27, RGS4-Gao reg 96, Bim-Mcl-1 -1, Bim-Bcl-2 -7, Bcl-B Bim block -7, RGS8-Gao 101, Bcl-XL Bim block -3 and Bim-Bfl-1 -11.
For COc1ccc(-n2nnnc2SCC(N)=O)cc1 the results were Mcl1-Bid inh -5, RGS7-Gao reg 101, Bim-Bcl-W -4, GSH bead fluor 18, RGS4-Gao reg 102, Bim-Mcl-1 -3, Bim-Bcl-2 -2, Bcl-B Bim block -6, RGS8-Gao 101, Bcl-XL Bim block -2 and Bim-Bfl-1 -4.
Screening Cc1c(C)[n+](=O)c2c(n1[O-])CCC2 returned Mcl1-Bid inh 5, RGS7-Gao reg 106, Bim-Bcl-W -1, GSH bead fluor 34, RGS4-Gao reg 105, Bim-Mcl-1 -1, Bim-Bcl-2 -7, Bcl-B Bim block -8, RGS8-Gao 102, Bcl-XL Bim block -3 and Bim-Bfl-1 -10.
For Cc1ccc(NC(=O)CCC(=O)NNS(=O)(=O)c2ccccc2)cc1C the results were Mcl1-Bid inh -9, RGS7-Gao reg 99, Bim-Bcl-W -2, GSH bead fluor 15, RGS4-Gao reg 101, Bim-Mcl-1 -4, Bim-Bcl-2 -3, Bcl-B Bim block 0, RGS8-Gao 101, Bcl-XL Bim block -1 and Bim-Bfl-1 -5.
`CCN(CC)S(=O)(=O)c1ccc(NC(=O)c2cccnc2Cl)c(NC(=O)c2cccnc2Cl)c1` gave Mcl1-Bid inh -25, RGS7-Gao reg inconclusive, Bim-Bcl-W -3, GSH bead fluor 12, RGS4-Gao reg 101, Bim-Mcl-1 -4, Bim-Bcl-2 -3, Bcl-B Bim block -2, RGS8-Gao 102, Bcl-XL Bim block 0 and Bim-Bfl-1 -2.
NC(=O)c1sc2nc3c(c(-c4ccc(Cl)cc4)c2c1N)CCCC3 was read as Mcl1-Bid inh -119, RGS7-Gao reg 95, Bim-Bcl-W -1, GSH bead fluor 16, RGS4-Gao reg 91, Bim-Mcl-1 0, Bim-Bcl-2 0, Bcl-B Bim block -4, RGS8-Gao 99, Bcl-XL Bim block 0 and Bim-Bfl-1 2.
O=C(NC1CCN(C(=O)N2c3ccccc3Sc3ccccc32)CC1)c1ccccc1Cl was read as Mcl1-Bid inh -50, RGS7-Gao reg 99, Bim-Bcl-W 0, GSH bead fluor 23, RGS4-Gao reg 105, Bim-Mcl-1 2, Bim-Bcl-2 0, Bcl-B Bim block -2, RGS8-Gao 99, Bcl-XL Bim block -1 and Bim-Bfl-1 1.
Screening Brc1ccccc1OCCCCCN1CCCC1 returned Mcl1-Bid inh -31, RGS7-Gao reg 101, Bim-Bcl-W -2, GSH bead fluor 34, RGS4-Gao reg 100, Bim-Mcl-1 -2, Bim-Bcl-2 -12, Bcl-B Bim block -10, RGS8-Gao 102, Bcl-XL Bim block -15 and Bim-Bfl-1 -17.
For COc1ccc(S(=O)(=O)n2nc(OC(=O)c3ccc(C)cc3)cc2N)cc1 the results were Mcl1-Bid inh -12, RGS7-Gao reg 102, Bim-Bcl-W 0, GSH bead fluor 11, RGS4-Gao reg 102, Bim-Mcl-1 -5, Bim-Bcl-2 -1, Bcl-B Bim block -1, RGS8-Gao 98, Bcl-XL Bim block -5 and Bim-Bfl-1 -3.
For O=c1c2ccccc2nc(SCc2cc(F)cc3c2OCOC3)n1Cc1ccco1 the results were Mcl1-Bid inh -2, RGS7-Gao reg 97, Bim-Bcl-W -5, GSH bead fluor 36, RGS4-Gao reg 97, Bim-Mcl-1 -8, Bim-Bcl-2 -9, Bcl-B Bim block -5, RGS8-Gao 101, Bcl-XL Bim block -4 and Bim-Bfl-1 -8.
`COc1ccccc1CCc1nnc(CCC(=O)NC(C)Cn2nc(C)cc2C)o1` (configuration not stated) gave Mcl1-Bid inh -18, RGS7-Gao reg 96, Bim-Bcl-W 0, GSH bead fluor 12, RGS4-Gao reg 94, Bim-Mcl-1 0, Bim-Bcl-2 -4, Bcl-B Bim block -3, RGS8-Gao 102, Bcl-XL Bim block -3 and Bim-Bfl-1 -5.
`Cc1cc(NC(=O)c2ccc(S(=O)(=O)N3CCOCC3)cc2)nc2c1c(=O)oc1ccccc12` gave Mcl1-Bid inh -13, RGS7-Gao reg 98, Bim-Bcl-W -3, GSH bead fluor 7, RGS4-Gao reg 92, Bim-Mcl-1 -2, Bim-Bcl-2 -4, Bcl-B Bim block 0, RGS8-Gao 95, Bcl-XL Bim block -2 and Bim-Bfl-1 0.
For Cc1cccc(NC(=O)CN2CCSc3ccccc32)c1 the results were Mcl1-Bid inh -42, RGS7-Gao reg 98, Bim-Bcl-W 0, GSH bead fluor 23, RGS4-Gao reg 100, Bim-Mcl-1 0, Bim-Bcl-2 0, Bcl-B Bim block -6, RGS8-Gao 100, Bcl-XL Bim block -4 and Bim-Bfl-1 5.
Screening CC(C)n1cc(/C=C2\NC(=O)N(c3cccc(Cl)c3)C2=O)c2ccccc21 returned Mcl1-Bid inh 2, RGS7-Gao reg 99, Bim-Bcl-W -7, GSH bead fluor 17, RGS4-Gao reg 98, Bim-Mcl-1 -1, Bim-Bcl-2 1, Bcl-B Bim block -3, RGS8-Gao 101, Bcl-XL Bim block -6 and Bim-Bfl-1 1.
`CCN(CC)S(=O)(=O)c1ccc(C(=O)NC2=C(C(=O)OC)SCC2)cc1` gave Mcl1-Bid inh -57, RGS7-Gao reg 104, Bim-Bcl-W -2, GSH bead fluor 5, RGS4-Gao reg 102, Bim-Mcl-1 0, Bim-Bcl-2 -2, Bcl-B Bim block -2, RGS8-Gao 99, Bcl-XL Bim block -5 and Bim-Bfl-1 -5.
Screening CCN(c1ccccc1)S(=O)(=O)c1ccc(C(=O)Nc2nnc(CSC)o2)cc1 returned Mcl1-Bid inh -34, RGS7-Gao reg 96, Bim-Bcl-W 0, GSH bead fluor 11, RGS4-Gao reg 94, Bim-Mcl-1 2, Bim-Bcl-2 -1, Bcl-B Bim block -6, RGS8-Gao 101, Bcl-XL Bim block 0 and Bim-Bfl-1 -4.
Screening Cc1ccc(N(CC(=O)NC(C)(C)C)C(=O)CNC(=O)c2cccs2)cc1 returned Mcl1-Bid inh 1, RGS7-Gao reg 103, Bim-Bcl-W 0, GSH bead fluor 25, RGS4-Gao reg 102, Bim-Mcl-1 -1, Bim-Bcl-2 -3, Bcl-B Bim block 0, RGS8-Gao 100, Bcl-XL Bim block -3 and Bim-Bfl-1 -3.
For CCn1cnc2c1c(=O)n(CC(=O)NCC(F)(F)F)c(=O)n2Cc1ccccc1 the results were Mcl1-Bid inh -14, RGS7-Gao reg inconclusive, Bim-Bcl-W 0, GSH bead fluor 13, RGS4-Gao reg 91, Bim-Mcl-1 -1, Bim-Bcl-2 0, Bcl-B Bim block -2, RGS8-Gao 96, Bcl-XL Bim block 0 and Bim-Bfl-1 -6.
`COc1cccc(OC)c1-c1nn2c(-c3ccccc3Cl)nnc2s1` gave Mcl1-Bid inh -10, RGS7-Gao reg 108, Bim-Bcl-W -2, GSH bead fluor 10, RGS4-Gao reg 101, Bim-Mcl-1 -6, Bim-Bcl-2 -3, Bcl-B Bim block -3, RGS8-Gao 98, Bcl-XL Bim block -3 and Bim-Bfl-1 2.

High-throughput results as filed in PubChem BioAssay.
